# MT stabilize HCS: stabilizes microtubules in HeLa cells; HeLa tubulin immunostaining HCS, 24 h; share of cells brighter than vehicle mean+2SD; AID 2205; % tubulin-high responders, % at 10 µM; actives 0.83% (n = 200,000);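 active = plate Z-score above 3 for both tubulin-high and condensed-nucleus cell shares, with cell loss under 80%, at 10 µM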;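 also: anti alpha tubulin signal scored within the nucleus-defined area of each cell; some results filed as inactive read as strong as hits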
# West Nile antiviral: West Nile virus antiviral activity, cell-based, CPE readout (AID 1621); West Nile virus-infected cells, CPE inhibition; higher % means a stronger effect; CPE inhibition, % at 10 µM, or IC50 in µM where a hit was titrated; actives 0.02% (n = 290,000); in the data active = a potency from the dose series; also: strong numbers were not always called active
# Ins promoter up: MIN6 insulin promoter up-regulation. MIN6 insulin promoter-GFP reporter, high-content imaging; active compounds read high. AID 1625. actives 0.3% (n = 190,000). z-score at 5 µM;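 active = z-score above 3 at 5 µM with at least 500 cells counted in the well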
# T cell modulator: modulates CD8 T cell binding to vesicles; 2C CD8+ T cell-vesicle binding, flow cytometry; active compounds read low; calls only at 7 µM; actives 0.068% (n = 330,000); AID 2052;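 active = response, share of CD8 T cells binding vesicles, and their 90th percentile fluorescence all below set limits, cut at about 80% in these data, passing the limit was not always enough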
#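 Incubation: binding step 1.5 h, 37 °C, antibody labelling 20 min, ice; system: murine 2C transgenic CD8+ T lymphocytes; technique: cytometric PE anti-B7-1 and Alexa647 anti-CD8 signals after 1% paraformaldehyde fixation; also added: QL9-charged Drosophila Ld/ICAM-1/B7-1 vesicles; control set: naked versus QL9-loaded vesicles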
# Myeloid diff MLP: promotes myeloid progenitor differentiation; ER-HoxA9 myeloid progenitors, lysozyme-GFP differentiation, flow cytometry; calls only at 10 µM; actives 1% (n = 360,000); AID 624256;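 active = normalized GFP-positive differentiation at or above the plate's own cutoff, the solvent-only control mean plus 3 SD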;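 also: cells exposed to compound for four days before flow analysis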
# Autophagy HCS: modulators of autophagy; MEF GFP-LC3 puncta imaging; test concentration mostly 10 µM; calls only at 10 µM (by protocol); actives 0.98% (n = 190,000);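 active = percentage of spot-positive cells more than 3 SD above its plate mean, without a fluorescence outlier flag or 80% toxicity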;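 also: spot-positive cell cutoff set from DMSO-treated cells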
# WT yeast gro inh: growth inhibition of WT yeast, mitochondrial fusion screen; actives 2.1% (n = 190,000); mitochondrial fusion phenotypic screen, WT strain; inhibition, % at 10 µM; in the data active = inhibition above about 58%; tested in S. cerevisiae
# Hep lipid drop: modulators of hepatic lipid droplet formation; AML12 mouse hepatocytes, oleate lipid droplets, BODIPY imaging; inhibition, % at 6.5 µM; actives 0.4% (n = 240,000); AID 1656;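 active = lipid droplet intensity inhibited by at least 50%, with more than 500 cells counted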
#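 Material – mouse AML12 hepatocyte cell line, fixed after treatment · Compound dosing – one dose, 6.5 µM compound · Times – compound with oleate, overnight · Measured by – Image-based BODIPY and DAPI two-channel analysis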
# bCat nuc transl: beta-catenin nuclear translocation modulation; nuclear translocation activity, % at 5 µM; actives 0.3% (n = 190,000); HeLa beta-catenin nuclear translocation, immunofluorescence imaging;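 active = nuclear translocation activity above 50% at 5 µM, with a well cell count of 50 or more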;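 also: per-cell ratio of nuclear to cytoplasmic median beta-catenin stain intensity; plate controls were DMSO negative control for no effect and GSK-3 inhibitor IX positive control for full effect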
#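 Read-out: Nuclear/cytoplasmic beta-catenin signal ratio, % activation | Assay system: Human HeLa cell line | Times: 24 h compound exposure at 37°C, 5% CO2 | Signal: Fluorescence imaging of beta-catenin antibody stain plus DAPI | Dosing: 5 µM primary, 0.02–20 µM confirmation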
# WT yeast gro inh mutant strain: further read-out of WT yeast gro inh, marked with its call; inhibition, %; mitochondrial fusion phenotypic screen, mutant strain inhibition
# Ins promoter up cell count: second read-out of Ins promoter up, no call of its own (marks repeat the call); cell count; measured here: cytotoxicity, nuclei count;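 total cells summed across four imaged fields per well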
# Hep lipid drop cells 6.5 µM: second read-out of Hep lipid drop, no call of its own (marks repeat the call); cell count; measured here: cell count, cytotoxicity flag;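 cells counted across two imaged fields per well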
# bCat nuc transl cell count 5 µM: recorded beside bCat nuc transl, whose call it bears; cell count; measured here: cell count, cytotoxicity flag
# T cell modulator vesicle-bound %: recorded beside T cell modulator, whose call it bears; double positive events, %; measured here: CD8+ vesicle-bound cell fraction;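 binding gate set so that unloaded-vesicle control wells show 10% double positive cells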
# MT stabilize HCS Hoechst-high %: second read-out of MT stabilize HCS, no call of its own (marks repeat the call); % Hoechst-high responders; measured here: nuclear condensation Hoechst responders;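 share of cells brighter than vehicle mean plus two SD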
# MT stabilize HCS cytotoxicity %: recorded beside MT stabilize HCS, whose call it bears; toxicity, %; measured here: cytotoxicity by cell density;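 0% = mean cell density of plate MIN control wells and 100% = no cells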
# Autophagy HCS cell loss 18 h: second read-out of Autophagy HCS, no call of its own (marks repeat the call); toxicity, %; measured here: cell loss, nuclei count;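 cell loss after 18 h compound exposure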
# Myeloid diff MLP GFP+ MAC1+ %: recorded beside Myeloid diff MLP, whose call it bears; GFP+ MAC1+ double positive, %; measured here: differentiation confirmed by MAC1 staining
# Active calls of the source: *; i = inactive; / = not tested or not shown.
SMILES,MT stabilize HCS,MT stabilize HCS Hoechst-high %,MT stabilize HCS cytotoxicity %,West Nile antiviral,Ins promoter up,Ins promoter up cell count,T cell modulator,T cell modulator vesicle-bound %,Myeloid diff MLP,Myeloid diff MLP GFP+ MAC1+ %,Autophagy HCS,Autophagy HCS cell loss 18 h,WT yeast gro inh,WT yeast gro inh mutant strain,Hep lipid drop,Hep lipid drop cells 6.5 µM,bCat nuc transl,bCat nuc transl cell count 5 µM
CN(CC(=O)NCc1ccco1)S(=O)(=O)c1ccc2c(c1)n(C)c(=O)c(=O)n2C,1.4,3.9,9.0,-0.2%,/,/,i,12.7,i,1.3,i,-8.6,-6.4,3.5,-40.5,585,/,/
COCCNC(=O)c1ccc2c(=O)n(CCOC)c(=O)[nH]c2c1,3.5,3.0,3.1,-0.6%,-0.33,1585,i,20.7,i,0.0,i,12.7,2.3,-14.3,/,/,2.2,1392
Cc1cccc(OCC(=O)N/N=C/c2cc([N+](=O)[O-])ccc2N2CCOCC2)c1,2.2,4.6,9.2,-1.1%,1.23,1262,i,45.0,i,0.4,i,-4.4,16.2,-2.3,3.9,692,1.2,504
Cc1ccc(NCCCCO)cc1C,2.3,2.7,2.1,0.1%,-0.47,1140,i,32.1,i,0.1,i,22.2,-3.2,-8.6,-2.9,719,2.4,1058
CC(=O)Nc1ccc(CCc2nc3ccccc3[nH]2)cc1,/,/,/,-0.3%,/,/,i,64.5,i,0.6,/,/,/,/,7.2,870,/,/
C=CCNC(=S)/N=c1/ccccn1CC,/,/,/,0.2%,-0.26,1060,i,28.8,i,1.9,/,/,/,/,7.3,680,-0.4,1332
CS(=O)(=O)c1cccc(C(=O)NCc2ccccc2)c1,2.9,1.7,12.6,0.5%,0.84,1795,i,20.0,i,0.4,i,5.9,11.3,-6.9,3.5,668,-2.2,1041
O=C(C(=O)N1CCCCCC1)c1c[nH]c2ccccc12,/,/,/,0.2%,/,/,i,59.3,i,0.5,/,/,/,/,17.2,847,/,/
COc1ccc(CN(C)Cc2nc(Cc3ccccc3Cl)no2)cc1OC,1.9,1.7,6.0,-1.2%,-1.78,1425,i,17.2,i,0.0,i,-13.4,-4.2,1.5,-18.5,731,1.8,906
Oc1cccc2ccc[n+](CC(O)Cn3c4ccccc4c4ccccc43)c12 (stereo not drawn),4.5,1.6,6.7,-1.0%,0.07,1357,i,28.4,i,0.1,i,-6.0,-5.6,4.6,0.5,656,1.3,1031
Cn1cnnc1SCC(=O)NC1CCCN(Cc2ccc(Cl)cc2)C1 (stereo not drawn),/,/,/,-0.8%,/,/,i,34.9,i,1.6,/,/,/,/,-1.1,877,/,/
S=c1[nH]cc(-c2ccccc2)[nH]1,/,/,/,-0.6%,2.38,867,i,22.5,i,0.2,/,/,/,/,10.7,625,-0.9,1320
COc1cc(C)c(C)cc1S(=O)(=O)N1CCN(Cc2ccccc2)CC1,3.7,1.4,5.5,-0.3%,-1.22,1251,i,23.5,i,3.2,i,12.9,-2.0,-11.8,/,/,-0.5,1132
O=C1OC(Cc2ccncc2)C(O)=C1C1=NCCCN1 (stereo not drawn),3.4,4.9,4.3,0.3%,1.82,1230,i,21.8,i,0.5,i,7.1,1.0,-7.5,-0.9,607,-2.1,971
COc1ccc(CCCC(=O)NCCc2ccccc2)cc1,/,/,/,0.0%,/,/,i,54.2,i,0.6,/,/,/,/,-3.1,769,/,/
CCN(CC)CCn1c(=S)[nH]c2ncccc2c1=O,1.9,1.5,7.9,-0.2%,-0.16,801,i,15.5,i,2.1,i,-4.6,15.0,-4.1,-3.3,829,-1.0,1103
CC(=O)COC(=O)c1cc(-c2ccc(C)cc2)nc2ccccc12,2.2,2.0,3.4,-1.0%,-0.42,1511,i,64.6,i,0.4,i,-0.2,14.1,-4.2,-10.0,677,-0.7,1046
CC(C)c1ccc(NC2CCCN(C(=O)c3ccncc3)C2)cc1 (stereo not drawn),/,/,/,-0.2%,/,/,i,61.9,i,1.6,/,/,/,/,-2.4,631,/,/
COC(=O)c1cc2c(s1)-c1cc(F)ccc1OC2,/,/,/,0.7%,-0.13,1456,i,52.4,i,1.4,/,/,/,/,16.0,733,-0.2,1030
COc1cccc(OC)c1C(=O)NC(=S)NNC(=O)[C@H]1C[C@@H]1c1ccccc1,/,/,/,-0.8%,-0.31,1351,i,27.4,i,0.4,/,/,/,/,6.5,734,2.6,1155
CC(C)NC(=O)COC(=O)c1ccc(O)cc1,2.8,2.3,11.9,/,0.31,1099,i,14.1,i,1.4,i,-57.9,11.9,19.1,/,/,/,/
Cc1ccc(-c2nc(C3CCN(S(=O)(=O)c4ccc(C(C)(C)C)cc4)CC3)no2)cc1,5.7,4.3,8.0,0.2%,0.47,769,i,47.8,i,2.2,i,3.5,5.8,-6.6,/,/,/,/
N/C(=N\c1nc2c(c(=O)[nH]1)CCC2)Nc1cccc(Cl)c1,3.8,2.6,2.0,-1.3%,-0.05,1225,i,40.8,i,1.0,i,-0.4,-12.3,-4.9,2.5,604,-1.3,468
COc1cccc(/C=C/C(=O)c2ccc(NS(=O)(=O)c3ccc(C)cc3)cc2)c1,12.8,1.9,9.0,/,-0.12,1010,i,47.2,i,0.5,i,-0.6,10.4,11.1,9.6,489,/,/
Cc1ccc(NC(=S)Nc2cccc(-c3n[nH]c(=S)o3)c2)cc1,/,/,/,0.1%,-0.31,955,i,41.3,i,0.2,/,/,/,/,11.8,787,-0.7,1259
COC(=O)c1c(=O)n(O)c2ccc(OC)cc2[n+]1[O-],3.7,3.4,9.7,-0.1%,0.59,1154,i,23.6,i,0.6,i,-2.5,-3.3,-0.1,/,/,-2.5,841
Cc1cccc(N(C(=O)c2csnn2)C(C(=O)NC2CCCCC2)c2ccncc2)c1 (stereo not drawn),/,/,/,-0.3%,/,/,i,43.6,i,0.0,/,/,/,/,-17.7,688,/,/
O=C(Cc1c(C(=O)O)[nH]c2ccc(Cl)cc12)Nc1ccc2c(c1)OCCO2,3.7,1.9,3.6,0.4%,-0.55,1350,i,40.3,i,0.7,i,0.3,9.7,-8.9,/,/,0.8,1124
COc1ccc(NC(=O)CC2C(=O)N(c3cccc(OC)c3)C(=O)N2C2CCCCC2)cc1 (stereo not drawn),4.7,4.0,7.4,-1.0%,-0.53,1619,i,9.6,i,6.9,i,-14.0,3.8,0.1,/,/,1.3,1439
Cc1[nH]c(=S)c(C#N)c(C)c1Cc1ccc(Cl)cc1Cl,/,/,/,-0.7%,-0.76,1021,i,17.4,i,0.8,/,/,/,/,-10.9,683,0.3,1223
O=C(Nc1ccccc1Cl)c1cccc(COc2cc(Cl)ccc2Cl)c1,0.8,1.3,3.9,/,-0.37,970,i,35.9,i,0.5,i,9.1,-20.4,21.4,17.0,807,-3.6,1206
Cc1nn(C(=O)Cn2ccc([N+](=O)[O-])n2)c(C)c1Br,2.1,2.2,6.4,-0.3%,0.29,1481,i,7.5,i,3.2,i,11.4,-0.9,5.5,/,/,1.3,1380
COc1ccc(N(CC(=O)NC2CC3CCC2C3)S(=O)(=O)c2ccc(C)c([N+](=O)[O-])c2)cc1 (stereo not drawn),/,/,/,-0.4%,/,/,i,22.6,i,2.3,/,/,/,/,2.0,760,/,/
Nc1ccccc1Nc1cc(-c2ccccc2)nn1-c1cccc(Cl)c1,3.5,2.5,12.9,-0.6%,-0.04,1584,i,22.9,i,0.2,i,4.2,67.7*,19.5*,-14.7,547,0.8,1211
CN(C)Cc1c(C(=O)N/N=C/c2cccc(OCc3ccc(F)cc3)c2)nnn1-c1nonc1N,/,/,/,0.0%,/,/,i,21.8,i,0.7,/,/,/,/,-3.9,669,/,/
COc1ccc(NC(=O)/C(C#N)=C/c2ncc([N+](=O)[O-])n2C)c(OC)c1,/,/,/,0.8%,-0.15,934,i,18.5,i,0.5,/,/,/,/,-1.3,621,-1.4,1409
COc1ccc(CNC(=S)Nc2ccccc2Cl)cc1,/,/,/,-0.3%,/,/,i,51.4,i,1.0,/,/,/,/,-8.9,784,/,/
Cn1nnnc1SCC(=O)NC1CCCC1,/,/,/,1.1%,/,/,i,24.3,i,1.5,/,/,/,/,-2.2,799,/,/
Nc1nnc(/C=C/c2ccccc2Cl)s1,/,/,/,-0.2%,-0.99,1416,i,47.6,i,0.6,/,/,/,/,-54.4,677,-0.1,1298
CC(C)(C)c1cc(/C=N/NC(=O)C[n+]2ccccc2)cc(C(C)(C)C)c1O,/,/,/,0.1%,/,/,i,45.6,i,0.2,/,/,/,/,-0.7,739,/,/
CCOC(=O)CSc1nnc(CNC(=O)c2ccco2)n1-c1ccc(F)cc1,3.6,1.6,5.4,0.0%,2.34,1365,i,61.4,i,7.0,i,2.0,-19.1,6.4,/,/,-0.9,1561
CCc1nc2ccccc2n1Cc1ccc(F)cc1,2.2,2.6,5.5,-1.2%,0.07,1284,i,33.4,i,0.4,i,21.4,16.1,21.4,15.2,737,5.0,973
Cc1c(CC(=O)NCCCCCC(=O)O)c(=O)oc2cc3c(cc12)CCC(C)(C)O3,/,/,/,0.8%,/,/,i,30.9,i,0.7,/,/,/,/,-7.9,811,/,/
COc1cc(NC(=O)c2cc(-c3ccco3)on2)cc(OC)c1OC,/,/,/,0.6%,/,/,i,25.4,i,0.3,/,/,/,/,-9.6,745,/,/

# Assay outcomes: PubChem, several laboratories
